RGS7-Gao reg: regulators of human RGS7-Galphao interaction; Multiplexed bead flow cytometry, RGS7-Galphao binding; actives lie on both sides; binding response (% of control), % at 10 µM; P09471; 0.35% of 220,000 active; in the data active = binding response below about 49% or above about 150%; inconclusive = no clear call, values can overlap the other calls; inactive = in between;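 note: fluorescent Galphao held in activated GDP-AlF4 state binding bead-coupled RGS7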
Target sequence (P09471 whole entry, looked up): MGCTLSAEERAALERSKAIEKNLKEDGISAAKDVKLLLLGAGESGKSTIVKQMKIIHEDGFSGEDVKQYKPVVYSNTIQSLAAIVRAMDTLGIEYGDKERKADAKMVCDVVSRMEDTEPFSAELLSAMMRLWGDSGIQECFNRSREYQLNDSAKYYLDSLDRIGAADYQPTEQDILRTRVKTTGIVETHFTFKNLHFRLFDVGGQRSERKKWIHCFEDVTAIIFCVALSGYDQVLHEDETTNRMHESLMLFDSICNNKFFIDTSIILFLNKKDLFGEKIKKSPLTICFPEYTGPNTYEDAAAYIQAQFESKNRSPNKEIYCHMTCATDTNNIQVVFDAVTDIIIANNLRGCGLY
RGS8-Gao: modulates binding of RGS8 to human Galphao | 0.34% of 220,000 active | response (percent of control binding), % at 10 µM | P09471 | multiplexed bead flow cytometry; actives lie on both sides; in the data active = response below about 60% or above about 140%; inactive = in between;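 note: Galphao activated as the GDP aluminium fluoride complex binding bead-coupled RGS8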
RGS4-Gao reg: modulates binding of RGS4 to human Galphao | Multiplexed bead flow cytometry; actives lie on both sides | binding response (% of control), % at 10 µM | 0.33% of 220,000 active; in the data active = binding response below about 49% or above about 150%; inactive = in between;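 note: fluorescent Galphao activated with aluminum fluoride binding bead-coupled RGS4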
* = called active by the depositor; u = inconclusive.

SMILES | RGS7-Gao reg | RGS8-Gao | RGS4-Gao reg
CCc1ccccc1N1CN(Cc2ccco2)CNC1=S | u | 107 | 106
N#Cc1ccc(OCc2noc(-c3ccsc3)n2)cc1 | u | 96 | 96
CC(C)n1cnc2c(Nc3cccc(F)c3)nc(NCCO)nc21 | u | 101 | 100
COc1ccc2[nH]c(=O)c(CN(Cc3cccnc3)Cc3nnnn3CC3CCCO3)cc2c1 (stereo unspecified) | u | 101 | 101
Clc1ccc2nc(-c3ccccc3)nc(C(Cl)Cl)c2c1 | u | 94 | 89
CCn1c(SCC(=O)Nc2ccc(OC)cc2)nc2nc3c(cc2c1=O)COC(C)(C)C3 | u | 108 | 114
Nc1nc(-c2ccccc2)cn1/N=C/c1ccccc1 | u | 96 | 96
O=C(/C=C/c1cccc(F)c1)N1CCN(c2ccccn2)CC1 | u | 100 | 102
CCC(C)[C@H]1CN=C(N)N1CCc1cc(C(F)(F)F)cc(C(F)(F)F)c1 (stereo partly specified) | u | 97 | 94
CC(C)(C)c1ccc(-c2nnc(N)o2)cc1 | u | 101 | 103
N#Cc1c(-c2cccnc2)c2c([nH]c1=O)-c1ccccc1OC2 | u | 107 | 104
Cc1noc(C(F)(F)F)c1C(=O)NNC(=O)c1cccc(C(F)(F)F)c1 | u | 102 | 99
CCCCNC(=O)C1CCC(CNc2c(N3CCC(C)CC3)c(=O)c2=O)CC1 (stereo unspecified) | u | 96 | 94
O=C(N/N=C/C=C\c1ccc([N+](=O)[O-])cc1)c1cccnc1 | u | 102 | 102
CCOC(=O)C1=C(CS(=O)(=O)c2ccccc2)NC(=O)NC1c1ccc(OC)c(OC)c1 (stereo unspecified) | u | 97 | 94
O=C(CNC(=O)c1ccncc1)N/N=C/c1cc(Br)ccc1OCc1ccccc1 | u | 102 | 104
Cc1ccc([N+](=O)[O-])c(-c2n[nH]c(=S)n2-c2cccc(Cl)c2)c1 | u | 97 | 95
Cc1cc(/C=N/N2CCN(C)CC2)c(C)n1-c1ccc(Cl)cc1 | u | 100 | 100
S=c1nc(C23CC4CC(CC(C4)C2)C3)[nH][nH]1 | u | 95 | 99
CC(C)c1nc(SCC(=O)NC(=O)NC(C)(C)C)n[nH]1 | u | 98 | 91
CCCCCc1nc2c(c3c1CCCC3)CCCC2 | u | 94 | 88
Cc1ccc(OCC(=O)c2cc(C)n(Cc3ccco3)c2C)c([N+](=O)[O-])n1 | u | 97 | 96
O=C(NCCC1=CCCCC1)C1CCC(CNc2c(N3CCCC3)c(=O)c2=O)CC1 (stereo unspecified) | u | 101 | 101
O=C1NC(=S)CN1c1ccccc1 | u | 100 | 101
CCCCCC(=O)Nc1cccc(C2=NOC3(C2)C[C@@H](C(N)=O)N(C(=O)c2cc([N+](=O)[O-])cc([N+](=O)[O-])c2)C3)c1 (stereo partly specified) | u | 102 | 101
COc1cc(Cl)ccc1NC(=S)N(CCN(C)C)C(C)c1ccncc1 (stereo unspecified) | u | 102 | 100
CN(C(=O)Nc1ccccc1)C1CCCCC1 | u | 102 | 94
CCOC(=S)SCC(=O)Nc1nc(C)c(C)s1 | u | 102 | 101
COc1cc(NC(=O)Nc2cccc(Cl)c2)c(C(=O)O)cc1OC | u | 105 | 105
C=CCNC(=O)c1c(CSc2ccccc2)noc1C(=O)NCc1ccccc1 | u | 101 | 102
CCOC(=O)C(=O)N/N=C(/c1ccccc1)c1ccc(OC)cc1 | u | 99 | 101
COc1ccc(C2/C=C\CN(S(=O)(=O)c3ccc(C)cc3)[C@H](Cc3ccccc3)C(=O)N2Cc2ccc(F)cc2)cc1 (stereo partly specified) | u | 100 | 105
O=C(Nc1ccc(F)cc1)C1C2CCC3C(CCC21)C3(Cl)Cl (stereo unspecified) | u | 93 | 86
Cc1cc(OCCCCOc2ccc(C#N)cc2)ccc1[N+](=O)[O-] | u | 98 | 98
NC(=S)N/N=C1\CC(c2ccc3c(c2)OCCCO3)Oc2ccc(F)cc21 (stereo unspecified) | u | 98 | 93
CS(=O)(=O)N1N=C(c2ccco2)CC1c1cccc([N+](=O)[O-])c1 (stereo unspecified) | u | 99 | 97
CC(c1ccon1)N(C)Cc1cn[nH]c1-c1ccc(F)cc1F (stereo unspecified) | u | 98 | 87
CC1=CC(=O)C2=C(C)CC[C@@H]3[C@H](OC(=O)[C@H]3C)[C@@H]12 | u | 105 | 105
Cc1cc(S(=O)(=O)NCc2ccc(N3CCN(C)CC3)cc2)c(C)s1 | u | 102 | 103
COC(=O)C(Cc1csc2ccc(Cl)cc12)NC(=O)c1ccc(Cl)cc1 (stereo unspecified) | u | 100 | 102
CN(NC1OC(=O)c2ccccc21)c1ncc(C(F)(F)F)cc1Cl (stereo unspecified) | u | 104 | 112
Fc1ccccc1-c1nc(NCc2ccccc2)c2ccccc2n1 | u | 101 | 100
O=C(COc1ncnc2cc([N+](=O)[O-])ccc12)NC1CCCCC1 | u | 101 | 99
CCOC(=O)c1ccc(Oc2cn[nH]c2-c2ccc(O)cc2O)cc1 | u | 102 | 102
Cc1onc(-c2ccccc2)c1NC(=O)N(CCC(=O)O)Cc1ccccc1 | u | 98 | 96
CCCCC1=CC2=CC(=O)C(C)(OC(=O)CC)C(=O)C2=CN1CCCCO (stereo unspecified) | u | 100 | 98
COc1cc([N+](=O)[O-])cc(/C=N/NC(=O)c2cncc(Br)c2)c1O | u | 85 | 76
Cc1ccc(C2CC(=O)C=C(NCc3ccccc3)C2)cc1 (stereo unspecified) | u | 99 | 101
Cc1onc(-c2c(F)cccc2Cl)c1C(=O)N1CCN(c2ncc(Br)cn2)CC1 | u | 98 | 87
Nc1cc(Cl)ccc1C(=O)OCC(=O)N1CCOCC1 | u | 102 | 99
CCCN(C(=O)c1cc(S(=O)(=O)N2CCCCC2)ccc1Cl)C1CCS(=O)(=O)C1 (stereo unspecified) | u | 103 | 103
Cc1ccc(C2NC(c3ccc(C)cc3)C(C)C(=O)C2C)cc1 (stereo unspecified) | u | 100 | 104
O=C(C[n+]1cc(-c2ccc(Cl)c(Cl)c2)n2c1CCC2)c1cccs1 | u | 99 | 94
O=C(c1cccs1)N1CCN=C1SCc1ccc(F)cc1 | u | 99 | 98
CCOC(=O)c1nnn2c1nc(Nc1cccc(C(F)(F)F)c1)c1ccccc12 | u | 98 | 97
CCOC(=O)c1nnn2c1nc(N1CCCCC1)c1ccccc12 | u | 107 | 102
Cn1c(=O)c2c(nc(NCc3ccccc3)n2CC(N)=O)n(C)c1=O | u | 101 | 98
O=c1cc2c(=O)oc3cc(O)c(O)oc3c2c(O)c1O | u | 93 | 91
CC(/C=N/Nc1ccc2nncn2n1)=C\c1ccccc1 | u | 100 | 95
COc1ccc2c(=O)c3c(=O)n(-c4ccc(C)cc4)c(-c4ccccc4)nc3oc2c1 | u | 100 | 98

Complete entries, looked up by structure.
Cc1ccc(C2CC(=O)C=C(NCc3ccccc3)C2)cc1 (stereo unspecified) reads RGS7-Gao reg: u; RGS8-Gao: 99; RGS4-Gao reg: 101
O=C(c1cccs1)N1CCN=C1SCc1ccc(F)cc1 reads RGS7-Gao reg: u; RGS8-Gao: 99; RGS4-Gao reg: 98

Sorted by the number under RGS4-Gao reg (low to high): three of the compounds above.
smiles | RGS7-Gao reg | RGS8-Gao | RGS4-Gao reg
COc1cc([N+](=O)[O-])cc(/C=N/NC(=O)c2cncc(Br)c2)c1O | u | 85 | 76
CC(/C=N/Nc1ccc2nncn2n1)=C\c1ccccc1 | u | 100 | 95
CCCN(C(=O)c1cc(S(=O)(=O)N2CCCCC2)ccc1Cl)C1CCS(=O)(=O)C1 (stereo unspecified) | u | 103 | 103

Other compounds.
SMILES | RGS7-Gao reg | RGS8-Gao | RGS4-Gao reg
COC(=O)C1=C(N)Oc2cc(C)[nH]c(=O)c2C1c1ccccc1OC (stereo unspecified) | u | 101 | 98
COc1ccc(CN=C(C#N)C2=C(O)c3ccccc3C2=O)cc1 | u | 102 | 101
Oc1ccc2c(ccc3[nH]cnc32)c1 | u | 102 | 97
c1ccc(CSc2nc3ncncc3[nH]2)cc1 | u | 98 | 97
COc1ccc(CCNc2ncnc3c2[nH]c2cc(OC)c(OC)cc23)cc1OC | u | 96 | 94
Cc1ccc(OCC(=O)O/N=C(\N)c2ccccn2)cc1C | u | 97 | 102
COC(=O)CSc1nc(N)c(C#N)c(-c2ccc(O)cc2)c1C#N | u | 100 | 102
O=c1cc(-c2ccc(O)cc2)oc2c(C3OCC(O)C(O)C3O)c(O)c(C3OC(CO)C(O)C(O)C3O)c(O)c12 (stereo unspecified) | u | 98 | 98
CNC(=O)/C(C#N)=C/c1cccc(Oc2ccccc2)c1 | u | 104 | 101
O=[N+]([O-])c1ccc(-c2c[nH]c(=S)[nH]2)cc1 | u | 91 | 95
CCO/C=C1\SC(=S)N(c2ccc(Cl)cc2)C1=O | u | 101 | 107
CCOC(=O)c1c(CSc2ccccc2)n(C)c2ccc(O)c(CN3CCN(C)CC3)c12 | u | 99 | 93
O=C(NC(=S)Nc1ccccn1)c1ccccc1 | u | 96 | 94
COC(=O)[C@@H](Cc1c[nH]c2ccccc12)NC(=O)c1cc(=O)[nH]c2ccccc12 | u | 103 | 103
COc1ccc2nc3ccccc3nc2c1N | u | 102 | 111

3 structures out of the list, sorted by formula weight, high to low.
SMILES | RGS7-Gao reg | RGS8-Gao | RGS4-Gao reg
Cn1c(=O)c2c(nc(NCc3ccccc3)n2CC(N)=O)n(C)c1=O | u | 101 | 98
CC(/C=N/Nc1ccc2nncn2n1)=C\c1ccccc1 | u | 100 | 95
S=c1nc(C23CC4CC(CC(C4)C2)C3)[nH][nH]1 | u | 95 | 99

Going on with the list.
SMILES | RGS7-Gao reg | RGS8-Gao | RGS4-Gao reg
O=C(NNC1CC(=O)N(c2ccccc2)C1=O)c1cccnc1 (stereo unspecified) | u | 104 | 112
CCN(CC)S(=O)(=O)c1cccc(NC(=O)CCNC(=O)c2ccc([N+](=O)[O-])cc2)c1 | u | 99 | 100
Cn1c(=O)c(C(=O)CN2CCN(Cc3ccc4c(c3)OCO4)CC2)c(N)n(Cc2ccccc2)c1=O | u | 99 | 99
CC(=O)[C@@]1(O)C(C)CC2C3C=C(C)C4=Cc5c(cnn5-c5ccccc5)C[C@]4(C)C3C(O)C[C@@]21C (stereo partly specified) | u | 100 | 101
Cc1nc(C(=O)NC2CC2)sc1C1(C)CC(c2cccc([N+](=O)[O-])c2)=NO1 (stereo unspecified) | u | 99 | 96
CC(C)(C)C(=O)NC1(C(F)(F)F)NC(=O)N(c2ccccc2F)C1=O (stereo unspecified) | u | 98 | 99
CC(=O)N1CSCC1C(=O)NNS(=O)(=O)c1ccccc1 (stereo unspecified) | u | 97 | 96
COCCN(C(=O)/C=C/c1cccc([N+](=O)[O-])c1)c1c(N)n(Cc2ccccc2)c(=O)[nH]c1=O | u | 96 | 92
Cc1cc(CSC(=N)N)c(CSC(=N)N)cc1C | u | 101 | 104
O=C(Nc1cscc1S(=O)(=O)c1ccccc1)c1ccccc1Cl | u | 101 | 100
Cc1ccc(SC[C@H](c2ccccc2)N2CCN(CC(C)C)CCC2=O)cc1 | u | 101 | 98
O=C1CN(c2ccccc2)C(=O)N1 | u | 107 | 107
CC(C)(C)OC(=O)N1CCC(CNC(=O)Nc2ccccc2)CC1 | u | 101 | 100
COc1ccccc1Nc1nc(NCC(C)C)nc(N)c1[N+](=O)[O-] | u | 101 | 100
CCOC(=O)CN1NC2(CCCCCC2)NC1=S | u | 104 | 105
Cc1onc(-c2c(Cl)cccc2Cl)c1-c1nnc(-c2ccc(Cl)cc2)o1 | u | 98 | 92
Cc1nn(-c2ccccc2)nc1CNC(=O)C1CCC1 | u | 101 | 103
CCN(CC)S(=O)(=O)c1ccc(N2CCOCC2)c(NC(=O)CCOc2ccccc2)c1 | u | 98 | 102
O=C(CC1C(=O)NCCN1C(=O)Nc1ccccc1)Nc1cc(Cl)ccc1Cl (stereo unspecified) | u | 99 | 99
Cc1cc(C)cc(NC(=O)Nc2cccc(S(N)(=O)=O)c2)c1 | u | 98 | 95
N#CCCN(CCC#N)S(=O)(=O)c1ccc(C(=O)Nc2nc(-c3ccccc3)c(C(=O)c3ccccc3)s2)cc1 | u | 105 | 104
CCC(=O)Nc1ccc(C(=O)Cn2ncc(Cl)c(Cl)c2=O)cc1 | u | 99 | 88
Cn1nc(C(C)(C)C)cc1NC(=O)Nc1ccc(F)cc1F | u | 102 | 107
Cc1nc(N)sc1C(=O)N/N=C/c1ccc([N+](=O)[O-])cc1 | u | 99 | 100
O=[N+]([O-])c1ccc2c(c1)C(O)n1nc(-c3ccccc3)nc1S2 (stereo unspecified) | u | 97 | 98
O=C(NCC1CCN(S(=O)(=O)c2ccccc2)CC1)Nc1ccc(F)cc1 | u | 101 | 98
CCOC(=O)c1nc(C)sc1-c1ccnn1S(=O)(=O)c1ccc(C)cc1 | u | 106 | 106
C=C1CCN(C(C)C(=O)O)S(=O)(=O)c2ccccc21 (stereo unspecified) | u | 98 | 99
Cc1cc(=O)oc2cc(OCCCC[n+]3ccccc3)ccc12 | u | 100 | 100

Screening data: PubChem, NMMLSC

A portion of the library. The share of hits here may be higher or lower than overall.
